Assay outcomes from PubChem BioAssay.
PV pol inh = inhibitors of poliovirus RNA polymerase binding and polymerization; % elongation, % (compound at 16.7 µg/mL); 0.66% of 150,000 active; P03300; poliovirus polymerase elongation, fluorescence polarization; stronger effect = lower value; in the data active means % elongation below about 90%; further: some results filed as inactive read as strong as hits
Target sequence (P03300 1749-2209 limits assumed): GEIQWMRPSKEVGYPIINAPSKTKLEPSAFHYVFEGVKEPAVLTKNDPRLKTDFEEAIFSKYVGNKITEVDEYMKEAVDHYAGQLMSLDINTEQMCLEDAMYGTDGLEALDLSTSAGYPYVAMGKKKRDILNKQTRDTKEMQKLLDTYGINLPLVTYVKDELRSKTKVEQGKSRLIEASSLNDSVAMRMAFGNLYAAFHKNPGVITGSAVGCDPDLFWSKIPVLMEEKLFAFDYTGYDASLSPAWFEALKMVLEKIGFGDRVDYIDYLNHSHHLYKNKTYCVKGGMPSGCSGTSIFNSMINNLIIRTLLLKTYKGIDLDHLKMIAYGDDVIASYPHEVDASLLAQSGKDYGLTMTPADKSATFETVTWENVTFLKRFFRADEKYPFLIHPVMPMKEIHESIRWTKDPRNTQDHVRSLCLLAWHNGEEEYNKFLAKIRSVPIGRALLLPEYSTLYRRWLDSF
PV pol inh FP z-score = also measured in PV pol inh; calls as there; z-score; measured here: FP z-score; hits read low
* = called active by the depositor; & = joins results of further samples.

SMILES | PV pol inh | PV pol inh FP z-score
CCC(CC)NC(=O)CSc1nnc(-c2ccc(C)cc2)n1N | 78* | -3.6*
Cn1cc(NC(=O)Nc2ccc(C(F)(F)F)cc2)c(C(F)(F)F)n1 | 101 | -0.4
CCOc1cc(C)[nH]n1 | 99 | -0.5
Cc1ccc(C(c2sc3nc(-c4ccco4)nn3c2O)N2CCCCC2)cc1 (configuration not stated) | 106 | 0
NC(=O)c1ccsc1NC(=O)CSc1ccccc1 | 106 | 1.3
CCOc1ccccc1NC(=O)c1ccc(F)c(S(=O)(=O)NCc2ccc3c(c2)OCO3)c1 | 112 | 0.9
O=C(CCc1nc(-c2cccs2)no1)Nc1cccc([N+](=O)[O-])c1 | 104 | 0
c1ccc(-c2cnc3nonc3n2)cc1 | 85 | -2.1
Cc1cccc(N(CC(O)Cn2c3ccccc3c3ccccc32)S(=O)(=O)c2ccc(F)cc2)c1 (configuration not stated) | 105 | 0
COc1cc(CN(C(=O)c2ccccc2[N+](=O)[O-])c2ccccn2)cc(OC)c1OC | 110 | 0.3
CN1C2CCC1/C(=C\c1ccccc1)C(=O)/C2=C\c1ccccc1 | 102 | 0.3
COc1ccc2oc(C(=O)OCc3cc(=O)oc4cc(C)ccc34)c(C)c2c1 | 105 | 0.3
O=C(OCCNc1nc(-c2ccccc2)nc2ccccc12)c1ccncc1 | 102 | -0.2
COC(=O)C1CN(C(=O)c2ccc(C(C)(C)C)cc2)c2ccccc2O1 (configuration not stated) | 99 | -0.3
Cc1[nH]c(=O)[nH]c(=O)c1S(=O)(=O)N1CCCC(C(=O)NCc2ccc3c(c2)OCO3)C1 (configuration not stated) | 102 | 0.1
CC(C)COc1ccccc1O | 108 | 0.6
CC(C)=NOC(=O)c1scc(S(C)(=O)=O)c1Cl | 106 | 1.2
CCN1CCc2nc(NC(=O)CCc3ccccc3)sc2C1 | 101 | -0.3
CN(C)S(=O)(=O)c1cccc(COC(=O)C2=NN(c3ccccc3)C(=O)CC2)c1 | 97 | -0.7
N#CC(C#N)=NNc1ccc2c(c1)OCO2 | 102 | 0
COC(=O)Cc1cc(=O)n(-c2ccccc2)[nH]1 | 100&100 | -0.2&-0.6
CCC(=O)N1CCN(c2ccc(NC(=O)COc3ccc(Cl)cc3Cl)cc2)CC1 | 104 | 0
CCOC(=O)c1oc2ccccc2c1COC(=O)C1CSC2(C)CCC(=O)N12 (configuration not stated) | 100 | -0.2
N#C/C(=C\C=C\c1ccccc1)C(N)=S | 105 | 0.9
O=S(=O)(CCN(Cc1cccs1)C(=S)Nc1cccc(F)c1)c1ccc(Cl)cc1 | 109 | 1
CSc1nsc(SCC(=O)NC(C)CCc2ccccc2)n1 (configuration not stated) | 100 | -1
Cc1ccc(-c2csc(=Nc3ccccc3)n2CCCO)cc1 | 105 | 0.4
CN(C)Cc1ccc(O)c(CN(C)C)n1 | 101 | -0.1
CCCOc1ccc(CNC(=O)C(CC)n2nc(C)c3sc4ccccc4c3c2=O)cc1 (configuration not stated) | 110 | 0.1
COc1cc(Nc2ncc3c(n2)CCN(Cc2cc(F)cc(F)c2)C3)cc(OC)c1 | 100 | -0.9
COc1cc(Nc2nc(SCC(=O)c3ccc(O)c(O)c3)nc3ccccc23)cc(OC)c1 | 107 | 2.1
COc1ccc(/C=N/NC(=O)c2cc3c(=O)n(C)c(=O)n(C)c3nc2C)cc1 | 101 | 0
c1coc(C2Nc3ccccc3-c3nc4ccccc4n32)c1 (configuration not stated) | 101 | -0.1
CC(c1nnc(SCc2nnc(-c3ccco3)o2)n1-c1ccc(F)cc1)N1CCCCC1 (configuration not stated) | 105 | 0.4
COc1ccc(C2CC(=O)c3cc(-c4nc(-c5cccc([N+](=O)[O-])c5)cs4)c(=O)n(-c4ccccc4)c3C2)cc1 (configuration not stated) | 103 | -0.6
Cc1cc(C)c(OCC(=O)O)c(Cl)c1 | 103 | 0.4
O=c1c2c3c(sc2n(Cc2cc(=O)n4ccccc4n2)c(=O)n1-c1ccc(Cl)cc1)CCC3 | 104 | -0.3
COc1ccccc1OCC(=O)NCC(c1ccc(Cl)cc1)N1CCOCC1 (configuration not stated) | 106 | 0.2
Cc1ccc2c(=O)c(C(=O)c3ccc(F)cc3)cn(CC(=O)NCCc3ccccc3)c2n1 | 121 | 2.7
O=C(Cn1ncc2c(Cl)cccc21)NCCCN1CCCC1 | 102 | 0.1

Part of the list above, as tab-separated lines:
SMILES	PV pol inh	PV pol inh FP z-score
CCC(CC)NC(=O)CSc1nnc(-c2ccc(C)cc2)n1N	78*	-3.6*
CSc1nsc(SCC(=O)NC(C)CCc2ccccc2)n1 (configuration not stated)	100	-1

New compounds follow.
SMILES | PV pol inh | PV pol inh FP z-score
COc1cccc(N2CC(NC(=O)COc3ccccc3F)CC2=O)c1 (configuration not stated) | 101 | -1.3
O=C(Cc1cccs1)Nc1scc(-c2ccccc2)c1C(=O)NCc1ccco1 | 101 | 0.3
Cn1nnc2sc(-c3ccccc3)cc2c1=O | 103 | 0.6
CC(C(=O)N1CCc2ccccc2C1)n1ncc2ccccc21 (configuration not stated) | 101 | -0.5
Cc1onc(-c2ccccc2Cl)c1C(=O)Oc1ccc(Br)cc1 | 100 | -0.4
O=C(CSc1ncnc2sccc12)Nc1ccccc1 | 110 | 1
COc1cc(/C=C2/N=C(c3ccco3)OC2=O)ccc1OC(C)=O | 100 | -0.1
Cc1cccc(C(=O)Nc2nnc(S(=O)(=O)N(C)Cc3ccccc3)s2)c1 | 103 | -1.2
CCCCCn1nc(C(=O)O)c2ccccc2c1=O | 97 | -0.5
COc1ccc(Cn2c(C)ccc2C)cc1 | 107 | 0.5
COC(=O)c1cc2c(cc1Cl)N1CCCCCC1=NS2(=O)=O | 104 | 0.1
c1ccc(CNC2=NCCCS2)cc1 | 103 | 0.1
Cc1cccc(N2CCN(C(=O)Cc3c(C(=O)O)c(C)cn3C)CC2)c1C | 107 | 0.1
COc1ccc(Nc2nc(N)nc(CSc3nc4ccccc4s3)n2)cc1 | 108 | 1
CCOC(=O)c1ccc(Nc2nc3nonc3nc2Nc2cccc(C)c2C)cc1 | 101 | -1.3
Cc1ccc(C=Nc2cccc3ccccc23)cc1 | 98 | -0.6
c1ccc2c(c1)oc1c(NCc3ccc4c(c3)OCO4)ncnc12 | 106 | 0.4
Cc1ccc(S(=O)(=O)c2nnn3c2nc(N2CCCC2)c2sccc23)cc1 | 103 | -0.4
COc1cc(Cl)c(NC(=O)C2CCN(S(=O)(=O)c3c(C)noc3/C=C/c3ccccc3F)CC2)c(OC)c1 | 105 | -0.3
CC1(C)CC(=O)C2=C(C1)NC(=O)C(C#N)C2c1ccccc1 (configuration not stated) | 99 | -0.3
CC(C)(C)C(=O)COC(=O)C1CCN(S(=O)(=O)c2cccs2)CC1 | 105 | 0.1
N#Cc1cc2c(nc1SCC(=O)Nc1cccc(F)c1)C1CCN2CC1 | 101 | -1.1
O=C(CN1CCN(Cc2ccc(F)cc2Cl)C1=O)NCCc1ccc(Cl)cc1 | 114 | 0.6
COc1ccc(Cl)cc1NC(=O)Cn1nc(Cc2ccncc2)c2ccccc2c1=O | 108 | 1
NC(N)=NN=C1CCCCC1 | 101 | 0.1
CC(C)c1ccc(NC(=O)c2ccc3c(O)c(S(=O)(=O)c4ccccc4)c(=O)[nH]c3c2)cc1 | 100 | -0.8
CCc1nn(CC(=O)N2CC(C)CC(C)C2)c(=O)c2cc3sccc3n12 (configuration not stated) | 104 | 1.1
CCc1ccc(NC(=O)c2ccc3nc(C(C)C)oc3c2)cc1 | 107 | 0.1
O=C(NCCCN1CCOCC1)NC1(c2ccccc2)CC1 | 107 | 0.4
C=CCNc1ncnc2c1sc1nc(CCCC)c3c(c12)CCCC3 | 101 | 0.1
N[C@H](Cc1ccccc1)C(=O)O | 99 | 0
Cn1cc(C(=O)N2CCN(c3cccc(C(F)(F)F)c3)CC2)c2c3ccccc3n(C)c2c1=O | 108 | 0.7
COc1ccc(C(C#N)N2N=C(C)CC2(C)C)cc1 (configuration not stated) | 106 | 0.4
Cc1cc(S(=O)(=O)NC(C)C)ccc1OCC(=O)NC1CC1 | 102 | 0
NC(=O)CSc1nc2cc(S(=O)(=O)N3CCOCC3)ccc2o1 | 76* | -2.8*
COc1ccc(/C=C2/C(=O)NN=C2N)cc1 | 105 | 0.3
COc1cc(Cl)c(C)cc1NC(=O)C1CCCN(c2ncnc3onc(-c4ccc(F)cc4)c23)C1 (configuration not stated) | 105 | -0.3
c1ccc(OCCOc2ccccc2)cc1 | 88 | -1.3
O=C(CSc1nc2ccccc2c(=O)n1CCCO)N1CCC(c2ccccc2)=N1 | 96 | -0.7
Cc1sc2nc(CN3CCCC3)nc(NC(C)C)c2c1C | 104 | 0.2
CCC1=Nc2cc(C(=O)NCCN3CCCCCC3)ccc2Sc2ccc(C)cc21 | 102 | 0.1
Cc1nnc(Nc2ccc(C(N)=O)cc2)c2ccccc12 | 104 | 0.7
CCN1CCN(CCCNC(=O)c2cnn(-c3ccccc3)c2C2CCN(C(=O)OC(C)(C)C)CC2)CC1 | 101 | -1
CCCn1cc(SCC(=O)N2N=C(c3cccs3)CC2c2ccc(OC)cc2)c2ccccc21 (configuration not stated) | 102 | 0.3
COc1cc2c(cc1O)C(C)=NC(C)(C)C2 | 104 | 0.5
CCC(C)NC(=O)C1CCCN1S(=O)(=O)c1ccc2nc(-c3ccccc3)[nH]c2c1 (configuration not stated) | 103 | 0.1
CN(CCC#N)CC1Cc2ccccc2O1 (configuration not stated) | 103 | 0.6
CCCn1c(=O)n(Cc2c(C)noc2C)c(=O)c2c1nc(C(F)(F)F)n2CCOC | 97 | -0.5
CN(C)C=Nc1cnn(-c2ccccc2)c(=O)c1Cl | 103 | 0.2
O=C(Nc1cccc(C(F)(F)F)c1)C1CCN(c2nnc(-n3cccc3)s2)CC1 | 104 | 0.3
Cc1ccccc1CN1C(=O)c2ccccc2Sc2ccc(C(=O)N3CCOCC3)cc21 | 116 | 1.4
CC(C)OCCCNC(=O)c1ccc(Cn2c(=O)c3cccn3c3cccnc32)cc1 | 110 | 0.6
CCC1CCCCN1c1nc(C)cc(C)n1 (configuration not stated) | 104 | 0.4
CC(=O)SC1CCS(=O)(=O)C1 (configuration not stated) | 105 | 1.2
CC(=O)N1C=Cc2ccccc2C1c1c[nH]c2ccccc12 (configuration not stated) | 102 | 0.9
CC(Sc1n[nH]c(-c2cccs2)n1)C(=O)N1CCCC1 (configuration not stated) | 102 | 0.3
CC(C)(C)c1ccc(C(O)CCCN2CCC(C(O)(c3ccccc3)c3ccccc3)CC2)cc1 (configuration not stated) | 101 | 0.3
CC(C)(C)CC(C)(C)NC(=O)c1cccc(N=Cc2ccccc2O)c1 | 108 | 0.4
CCCOc1ccc(NC(=O)CC2C(=O)N(c3ccc(Cl)cc3)C(=O)N2CCc2ccncc2)cc1 (configuration not stated) | 118 | 2.4
C=CCN1C(=O)C(CC(=O)Nc2ccc(OC)cc2)N(Cc2ccco2)C1=S (configuration not stated) | 102 | 0.6
(list continues)
SMILES | PV pol inh | PV pol inh FP z-score
CC(C)NC(=O)c1ccccc1Sc1ccccc1 | 100 | -0.1
CC(=O)Nc1ccc(C(=O)N2CCCC2)cc1 | 102 | 0.2
Cc1ccc2oc(=N)c3c(N)nc(-c4ccc5c(c4)OCO5)cc3c2c1 | 111 | 1
COc1ccc(C2CC(=O)N(Cc3cccc(C)c3)c3c2c(C)nn3-c2nc(C)cc(C)n2)c(OC)c1 (configuration not stated) | 109 | 0.5
CCOc1ccc(C(=O)Nc2ccc(NC(=O)c3ccccc3)c(C)c2)cc1Br | 103 | 0.5
CCOC(=O)Cn1c2c(c(C(F)(F)F)cc1=O)C(=O)CCC2 | 108 | 0.8
CC(=O)NC1(c2ccc(C)cc2)CCN(CC(=O)NC2CC2)CC1 | 101 | -0.3
COc1cccc(OC)c1Cn1nnc2c(=O)[nH]c(C3CCN(C(=O)c4ccccc4)CC3)nc21 | 105 | -0.3
CCOC(=O)c1ccc2c(c1)nc(C(C)C)n2CC | 103 | 0.2
Cc1conc1NC(c1cccs1)c1ccc2cccnc2c1O (configuration not stated) | 118 | 1.4
O=c1[nH]c2ccc(NS(=O)(=O)Cc3ccccc3)cc2o1 | 100 | 0
Cc1cc(C)cc(NS(=O)(=O)c2cn(C)c(=O)n(C)c2=O)c1 | 101 | -0.1

Compounds from the list above with two or more sulfur atoms:
SMILES | PV pol inh | PV pol inh FP z-score
NC(=O)c1ccsc1NC(=O)CSc1ccccc1 | 106 | 1.3
CC(C)=NOC(=O)c1scc(S(C)(=O)=O)c1Cl | 106 | 1.2
O=S(=O)(CCN(Cc1cccs1)C(=S)Nc1cccc(F)c1)c1ccc(Cl)cc1 | 109 | 1
CSc1nsc(SCC(=O)NC(C)CCc2ccccc2)n1 (configuration not stated) | 100 | -1
O=C(Cc1cccs1)Nc1scc(-c2ccccc2)c1C(=O)NCc1ccco1 | 101 | 0.3
O=C(CSc1ncnc2sccc12)Nc1ccccc1 | 110 | 1
Cc1cccc(C(=O)Nc2nnc(S(=O)(=O)N(C)Cc3ccccc3)s2)c1 | 103 | -1.2
COc1ccc(Nc2nc(N)nc(CSc3nc4ccccc4s3)n2)cc1 | 108 | 1
Cc1ccc(S(=O)(=O)c2nnn3c2nc(N2CCCC2)c2sccc23)cc1 | 103 | -0.4
CC(C)(C)C(=O)COC(=O)C1CCN(S(=O)(=O)c2cccs2)CC1 | 105 | 0.1
NC(=O)CSc1nc2cc(S(=O)(=O)N3CCOCC3)ccc2o1 | 76* | -2.8*
CCCn1cc(SCC(=O)N2N=C(c3cccs3)CC2c2ccc(OC)cc2)c2ccccc21 (configuration not stated) | 102 | 0.3
CC(=O)SC1CCS(=O)(=O)C1 (configuration not stated) | 105 | 1.2
CC(Sc1n[nH]c(-c2cccs2)n1)C(=O)N1CCCC1 (configuration not stated) | 102 | 0.3

Not all compounds are listed, so the mix of outcomes need not match the whole.
